# Source: PubChem
# Lipid storage S3: qHTS Assay for Lipid Storage Modulators in Drosophila S3 Cells. Drosophila S3 cells, BODIPY lipid droplet fluorescence, 18-24 h; cells fed with added oleic acid. lipid storage change, negative = inhibition, % at the top dose, mostly 46.1 µM; hits show Potency in µM. hit rate 0.64% among 320,000. AID 2685; active means well fitted inhibition curve with a large enough effect in the signal ratio, with a control signal flat, not every such curve was filed as active; inconclusive means small, poorly fitted or top-dose-only effect, or effect the other way, or a change in a side signal; the % refers to the signal ratio
#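 Laser-scanning cytometry quantifies lipid droplet accumulation (500–530 nm total intensity; droplet/cell object ratio) in oleic acid-fed (400 uM added) Drosophila S3 cells treated with a concentration series. 20 uM Triacsin C defined 100% inhibition.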
# Lipid storage S3 cell count max: further read-out of Lipid storage S3, marked with its call; cell number change, %; measured here: cell count max response;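 cells counted by Cell Tracker Red CMTPX staining in the red channel; peak over a dose series mostly up to 46.1 µM; percent activity relative to internal control wells on each plate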
# Starred values were filed as active, the others as inactive; i = inactive; u = inconclusive; x = not tested or not shown; [ ] = another dose, or the depositor's remark. On the % scale 0 is the no-effect control and ±100 the full control effect; potency means the concentration at half of the fitted maximal effect.
Lipid storage S3	Lipid storage S3 cell count max	Structure
2%	15	Cc1c(NC(=O)C2CCCN2C(=O)c2cccs2)c(=O)n(-c2ccccc2)n1C (stereo not given)
-5%	x	COC(=O)CSc1nc(COc2ccccc2)nc2ccccc12
u	x	Cc1ccc(C(=O)c2c3ccc(N)cc3nn2CCC(N)=O)cc1
3%	7	Cc1ccc(SC[C@H](CC(C)C)N2CCN(C)CCC2=O)cc1
u	x	CCSC1=C(C#N)C(c2cccc(O)c2)CC(=O)N1 (stereo not given)
i	9	CCCn1nc(C(=O)NNC(=O)Cc2ccc(S(=O)(=O)N3CCOCC3)s2)c2ccccc2c1=O
13%	-13	COc1cc(C(=O)Nc2ccc(S(=O)(=O)N3CCCCC3C)cc2)cc(OC)c1OC (stereo not given)
u	x	Cc1nnc(SCC(=O)Nc2ccc3c(c2)COC3=O)n1-c1ccccc1
-17%	-13	O=C1CCCN1CC(O)CS(=O)(=O)Cc1ccc(Cl)cc1Cl (stereo not given)
i	x	CC(C)(C)n1c(O)c2ccc(C(=O)N=NC(=O)c3ccccc3)cc2c1O
u	x	Cc1cc(C)c2c(N)c3ccccc3nc2n1
u	x	O=C(Nc1cc(C(=O)N2CCCC2)ccc1N1CCCC1)c1ccccc1
12%	35	COc1cc(C(=O)NCC(=O)OCCN2C(=O)c3ccccc3C2=O)cc(OC)c1OC
i	-18	CCC(C)Nc1nc2c(c(=O)n(C)c(=O)n2C)n1Cc1ccc(F)cc1 (stereo not given)
u	x	CCC(Oc1ccc(C)cc1)C(=O)Nc1ccccc1C(=O)N1CCOCC1 (stereo not given)
-3%	6	Cc1cc(C)c[n+](-c2nc3ccccc3nc2[N-]S(=O)(=O)c2cccs2)c1
5%	-5	COc1ccc(CC(=O)OCC(=O)Nc2cccnc2Cl)cc1OC
u	x	COc1nc(-c2ccccc2)ncc1S(=O)(=O)c1ccccc1
u	x	CN(C)C(=O)N1CCN(S(=O)(=O)c2ccc3ccccc3c2)CC1
u	x	O=C1C2C3C=CC(C4CC34)C2C(=O)N1/N=C/c1ccc(-c2ccc([N+](=O)[O-])cc2)o1 (stereo not given)
u	x	O=C(OCC(=O)N1CCN(S(=O)(=O)c2ccc(Cl)cc2)CC1)C1CC1
i	28	CC(=O)Nc1cccc(N/C(N)=N/c2nc(C)cc(C)n2)c1
-1%	-14	O=C(c1cc2nc(-c3ccccc3)cc(-c3ccccc3)n2n1)N1CCCC1
1%	6	Cn1ccc(NC(=O)Nc2cccc(C(F)(F)F)c2)n1
u	x	CC(C)CN(C(=O)Cn1ccccc1=O)C1CCS(=O)(=O)C1 (stereo not given)
i	x	CCOc1cc2[nH]c(=S)n(CCCCC(=O)NCc3ccco3)c(=O)c2cc1OCC
u	x	CC(=O)Nc1c(O)nc(SCC(=O)Nc2c(C)cccc2C)[nH]c1=O
20%	-1	COC(=O)c1sc(NC(=O)c2ccc(C)o2)nc1C
0%	-16	CCCOC1(NC(=O)c2ccccc2)C(C)=CC(=O)C=C1C
u	x	CC(C)CN(C(=O)c1cccs1)C1CCS(=O)(=O)C1 (stereo not given)
u	x	CCCN1CCc2c(sc3nc(SC)n(-c4ccccc4)c(=O)c23)C1
u	x	O=C(COc1ccccc1[N+](=O)[O-])Nc1cccc(Cl)c1N1CCOCC1
-12%	-15	O=C(NCC(c1ccc(F)cc1)N1CCOCC1)c1ccc(C(=O)c2ccccc2)cc1 (stereo not given)
u	x	CCOc1ccc2nc(N3CCC(C(=O)NCCCN4CCOCC4)CC3)sc2c1
i	11	COc1ccc(/C=N/NC(=O)CN(C)C(=O)OCc2ccccc2)cc1OC
u	x	O=C(COc1cc2oc(=O)c3c(c2cc1Cl)CCCC3)NCC1CCC(C(=O)O)CC1 (stereo not given)
i	x	COc1cc(NS(=O)(=O)c2ccc(-c3ccc(=O)[nH]n3)o2)cc(OC)c1OC
-15%	21	CNC(=O)c1cn(-c2ccccc2)c(=O)c2ccccc12
15%	1	COc1ccc(Cn2nnnc2CN2CCC(O)(c3ccccc3F)CC2)cc1
-9%	0	CCCN1CCC(NC(=O)CCc2nnc(Cc3cc(OC)ccc3OC)o2)CC1

# Looked up above.
# `COc1ccc(Cn2nnnc2CN2CCC(O)(c3ccccc3F)CC2)cc1` in Lipid storage S3 → 15%
# `COc1ccc(/C=N/NC(=O)CN(C)C(=O)OCc2ccccc2)cc1OC` in Lipid storage S3 cell count max → 11
# `CCCN1CCC(NC(=O)CCc2nnc(Cc3cc(OC)ccc3OC)o2)CC1` in Lipid storage S3 → -9%

# Carrying on:
Lipid storage S3	Lipid storage S3 cell count max	Structure
u	x	Cc1ccc(N(CC(=O)N2CCCCCC2)S(=O)(=O)c2ccccc2)cc1
u	x	CCN(CC)S(=O)(=O)c1cc(C(=O)Nc2ccccn2)ccc1C
u	x	CCOC(=O)C1=C(O)/C(=C/c2cc(OC)c(O)c(OC)c2)SC1=Nc1ccc(OC)cc1
i	10	COc1ccc(S(=O)(=O)NC(C)C(=O)NCc2ccccn2)cc1Cl (stereo not given)
6%	0	O=C(Cc1ccc(S(=O)(=O)N2CCOCC2)s1)Nc1ccccc1Br
u	x	COCCCNC(=O)Cc1ccc(S(=O)(=O)N2CCOCC2)s1
0%	x	CCC(C)NC(=O)C1CCC(CNS(=O)(=O)c2cccc3nsnc23)CC1 (stereo not given)
u	x	C=CCNC(=O)Nc1ccc(F)cc1F
u	x	N#Cc1ccc(S(=O)(=O)N2CCN(C(=O)[C@@H]3CCCN3C(=O)c3cccs3)CC2)cc1
u	x	CCOc1ccc2[nH]c3c(NCCOC)ncnc3c2c1
u	x	NCCCC[C@H]1CNC(=O)C(=O)N1CC1CCCCC1
u	x	O=C(c1cc(-c2ccc(Cl)cc2Cl)on1)N1CCCC1
u	x	O=S1(=O)CCOCCCN1Cc1ccc(Cl)cc1
i	x	CN(C)CC(C)(C)CNC(=O)c1cc(=O)c2ccccc2o1
u	x	O=C(CN1C(=O)S/C(=C\C=C\c2ccccc2)C1=O)NC1CCS(=O)(=O)C1 (stereo not given)
u	x	CCC(=C/c1sc2ccc3ccccc3c2[n+]1C)/C=C1\Sc2ccc3ccccc3c2N1C
5%	15	N#Cc1ccccc1Sc1ccccc1C(=O)Nc1ccccc1
13%	18	CCN(C(=O)COC(=O)c1cnc(C)cn1)C1CCCCC1
-4%	-7	O=C(CNC(=O)c1cccs1)NCC(=O)OCc1ccc(F)cc1
u	x	Cc1cc(-c2n[nH]c(=S)n2/N=C/c2ccc(Cl)c([N+](=O)[O-])c2)n[nH]1
0%	-12	CN(C)c1ccc(C2NCC(CCl)O2)cc1 (stereo not given)
u	x	CCOC(=O)C1CCCN(C(=O)c2cc(Cl)ccc2Cl)C1 (stereo not given)
-7%	x	Cc1ccc(NC(=O)CSc2nc(NS(=O)(=O)c3ccccc3)cc(=O)[nH]2)cc1
u	x	Clc1ccc(-c2nnn(Cc3nc4ccccc4s3)n2)cc1
u	x	CN(CCOc1ccc(-c2ccn(S(=O)(=O)c3cccc4ccccc34)n2)cc1)c1ccccn1
u	x	Cn1c(SCC(=O)NC(C)(C)C)nnc1-c1cccc(NC(=O)c2ccccc2F)c1
u	x	CC(C)C(=O)OCC(=O)Nc1ccc(N=Nc2ccccc2)cc1
10%	0	COC(=O)Cc1csc(Nc2ccccc2Cl)n1
u	x	CC(C)N(C(=S)NC1CC2CCC1C2)c1ccccc1 (stereo not given)
7%	21	COC(=O)c1ccccc1S(=O)(=O)NNC(=O)Nc1ccccc1
u	x	CCCCCCNC(=O)CCNS(=O)(=O)c1ccc(C)cc1
i	-23	COc1ccc(S(=O)(=O)Nc2ccccc2C(=O)NCc2cccnc2)cc1
u	x	Cc1cccc(C)c1NC(=O)N1CCN(c2nc3ccccc3s2)CC1
u	x	Brc1ccc(OCc2cn3ccccc3n2)cc1
22%	x	Cc1cc(NC(=O)CSCC(=O)OC(C)C(=O)c2cc(C)c(C)cc2C)no1 (stereo not given)
-12%	-8	CCOC(=O)C1(Cc2ccc(OC)cc2)CCN(C(=O)CCc2cccnc2)CC1
u	x	CC(C)c1nc(-c2ccc([N+](=O)[O-])cc2)cs1
u	x	O=C(NCCCN1CCCC1)c1ccc2c(c1)N(Cc1ccccc1F)C(=O)c1ccccc1S2(=O)=O
u	x	COC(=O)C(N)Cc1ccc(OC)c([N+](=O)[O-])c1 (stereo not given)
u	x	c1ccc2sc(SN3CCOCC3)nc2c1
u	x	N#Cc1c(NC(=O)C2CC2)sc2c1CCCCC2
7%	-9	CCOCCCNC(=O)CN1C(=O)C(CC)Oc2ccccc21 (stereo not given)
1%	x	CC(=O)N1CCN=C1SCc1ccccc1
0%	2	Cn1c(SCc2cccnc2)nnc1-c1c[nH]c2ccccc12
-12%[9.22 µM]	-20	CCc1nnc2cccc(Cl)n12
u	x	Cn1c(=O)n(C)c2cc([N+](=O)[O-])c(N3CCN(C(=O)c4cccc(F)c4)CC3)cc21
14%[9.22 µM]	-7	Cc1ccc(C(=O)OCCn2cc(C#N)c(=O)[nH]c2=O)cc1
3%	-19	Cc1ccc(Nc2nc(-c3ccncc3)cs2)cc1
u	x	Cc1cc(C2(c3ccc(O)c(C)c3)OC(=O)c3ccccc32)ccc1O
u	x	Cc1noc(C)c1S(=O)(=O)Nc1cccc(CO)c1

# Compounds from the list above that contain an NH in an aromatic ring, in the order listed:
Lipid storage S3	Lipid storage S3 cell count max	Structure
i	x	CCOc1cc2[nH]c(=S)n(CCCCC(=O)NCc3ccco3)c(=O)c2cc1OCC
u	x	CC(=O)Nc1c(O)nc(SCC(=O)Nc2c(C)cccc2C)[nH]c1=O
i	x	COc1cc(NS(=O)(=O)c2ccc(-c3ccc(=O)[nH]n3)o2)cc(OC)c1OC
u	x	CCOc1ccc2[nH]c3c(NCCOC)ncnc3c2c1
u	x	Cc1cc(-c2n[nH]c(=S)n2/N=C/c2ccc(Cl)c([N+](=O)[O-])c2)n[nH]1
-7%	x	Cc1ccc(NC(=O)CSc2nc(NS(=O)(=O)c3ccccc3)cc(=O)[nH]2)cc1
0%	2	Cn1c(SCc2cccnc2)nnc1-c1c[nH]c2ccccc12
14%[9.22 µM]	-7	Cc1ccc(C(=O)OCCn2cc(C#N)c(=O)[nH]c2=O)cc1

# Next structures.
Lipid storage S3	Lipid storage S3 cell count max	Structure
u	x	CCCN1C(=O)/C(=c2\sc3nc(=O)c(Cc4ccc(C)cc4)nn3c2=O)c2ccccc21
u	x	CC(=NCCCn1ccnc1)c1c(-c2ccccc2)[nH]n(-c2nc3ccccc3s2)c1=O
u	x	CC(C)c1ccc2c(c1)CCC1C(C)(CN)CCCC21C (stereo not given)
14%	0	COc1ccc(N(C)C(=O)c2cn(C)c(=O)c3cc(OC)c(OC)cc23)cc1
u	x	C1CCN=C(Nc2nc3c(s2)CCCC3)CC1
24%	13	CCOCCCNC(=S)N1CCCC(c2nc3ccc(C)cc3[nH]2)C1 (stereo not given)
2%	-2	Cc1cc(C)n(CC(=O)NC2CCCc3c2cnn3-c2ccccc2F)n1 (stereo not given)
u	x	COC(=O)Cn1cc(S(=O)(=O)NCc2ccc(C)cc2)c2cc([N+](=O)[O-])ccc21
0%	1	COc1ccc(Nc2nc(N)c([N+](=O)[O-])c(NCc3ccccc3)n2)cc1
1%	9	CCC(C)NC(=O)c1cc2c(=O)[nH]c3ccc(C)cc3c2s1 (stereo not given)

# Brought forward from above: 2 entries, then new ones.
Lipid storage S3	Lipid storage S3 cell count max	Structure
0%	1	COc1ccc(Nc2nc(N)c([N+](=O)[O-])c(NCc3ccccc3)n2)cc1
1%	9	CCC(C)NC(=O)c1cc2c(=O)[nH]c3ccc(C)cc3c2s1 (stereo not given)
7%	-19	COc1cc(NC(=S)N2CCN(C/C=C/c3ccccc3)CC2)cc(OC)c1
u	x	Cc1cccc2c(SCC(N)=O)nc(-c3ccccc3)nc12
0%	15	COc1ccc(-n2c3c(c(=O)[nH]c2=O)C(NC(=O)c2ccncc2)(C(F)(F)F)C(=O)N3)cc1 (stereo not given)
u	x	Cc1cccc(CSc2nnc(-c3ccccn3)n2N)c1
i	-3	CCC(C)NC(=O)C1CCC(CNS(=O)(=O)c2ccc3c(c2)CC(C)N3C(C)=O)CC1 (stereo not given)
u	x	CCC1(CC)Cc2ccccc2-c2nc(CN3CCOCC3)[nH]c(=O)c21
-1%	16	Nc1nnc(SCC(=O)NC2CCCc3ccccc32)s1 (stereo not given)
7%	-4	Cc1cccc2cc(C#N)c(SCC(=O)Nc3ccccc3N3CCOCC3)nc12
u	x	CCc1ccc2[nH]c(=O)c(CN(CCN(C)C)C(=O)Nc3ccccc3)cc2c1
u	x	CCN1CCN(C(=O)CN(CC)S(=O)(=O)c2ccc(F)cc2)CC1
u	x	O=C(Nc1cccc2c1C(=O)NC2=O)c1cccc(N2C(=O)CCC2=O)c1
u	x	CCN(C(=O)COc1cccnc1[N+](=O)[O-])C1CCS(=O)(=O)C1 (stereo not given)
-2%	-8	Cc1ccc(-c2nc(CSCC(=O)N3CCOCC3)c(C)o2)cc1
u	x	Cn1ncc2c(Nc3cc(Cl)cc(Cl)c3)ncnc21
10%	-3	O=C1c2ccccc2C(Nc2ccc3c(c2)OCO3)N1Cc1ccco1 (stereo not given)
i	x	Cc1ccc(O)c(C(=O)c2cnc3c(c2)c(-c2ccc(F)cc2)c(C#N)c(=O)n3C)c1
i	x	O=C(c1ccncc1)c1ccc(Br)cc1
15%	-5	N/C(=N\OC(=O)C1CCCCC1)c1ccncc1
-3%	26	Cc1nnc2n1N=C(c1ccc(F)cc1F)CS2
i	9	Cc1ccc(C(OCC(O)CN2CCCCC2CO)c2ccccc2)cc1 (stereo not given)

# A portion of the library. The share of hits here may be higher or lower than overall.
